GPR55 LPI antagonism: GPR55 antagonists blocking LPI-driven arrestin recruitment, primary screen, imaging, U2OS, beta-arrestin-GFP, LPI agonist (AID 2013); G-protein coupled receptor 55 (Homo sapiens); U2OS GPR55 beta-arrestin-GFP translocation imaging, LPI antagonism; higher % means a stronger effect; inhibition, % at 10 µM; hits with a dose series show IC50 in µM; 0.13% of 290,000 active;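 active = spots per cell inhibited over 60%, with over 100 cells counted and total cytoplasm intensity under 500,000; inconclusive = wells with under 100 cells, flagged as likely toxic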;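 also: U2OS cells stably carrying GPR55 and arrestin-GFP stimulated by 5 µM LPI near EC80; imaged beta-arrestin-GFP aggregate spots per cell after agonist stimulation; plate controls were LPI-stimulated DMSO wells for no effect and DMSO wells without LPI for full effect; some results filed as inactive read as strong as hits; confirmed hits need IC50 under 10 µM and bright autofluorescent wells are also inconclusive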
LYP inhibition: inhibitors of LYP phosphatase, biochemical, fluorescence intensity, uHTS (AID 1779). Tyrosine-protein phosphatase non-receptor type 22 (Homo sapiens). 0.054% of 290,000 active. inhibition, % at 11.5 µM, or IC50 in µM where a hit was titrated. recombinant LYP phosphatase, fluorescence intensity; higher % means a stronger effect; in the data active = inhibition above about 50%;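 also: plate controls were vehicle with enzyme for no effect and no enzyme for full effect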
Hep lipid drop: inhibitors of hepatocyte lipid droplet formation, primary screen, imaging, high-throughput imaging, BODIPY stain. AML12 mouse hepatocytes, oleate lipid droplets. AID 1656, 2009. inhibition, % at 6.5 µM. 0.4% of 240,000 active;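 active = lipid droplet intensity inhibited by at least 50%, with more than 500 cells counted; inconclusive = wells with under 300 cells, treated as cytotoxic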
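Material – mouse AML12 hepatocyte cell line, fixed after treatment · Compound dosing – one dose, 6.5 µM compound · Times – compound with oleate, overnight · Measured by – Image-based BODIPY and DAPI two-channel analysis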
MgcRacGAP inhibition: MgcRacGAP GTPase-activating activity inhibitors, confirmation, biochemical, ADP Hunter fluorescence | Rac GTPase-activating protein 1 (Homo sapiens) | MgcRacGAP-stimulated Rac1 GTP hydrolysis, ADP Hunter fluorescence; higher % means a stronger effect; GST-tagged Rac1 F28L mutant substrate | one-dose inhibition, % at 30 µM; IC50 in µM for titrated hits | 0.6% of 340,000 active;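 active = first-screen hits whose inhibition reached a set limit at any dose in the follow-up dose series; inconclusive = inhibition above the set first-screen limit but never retested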;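 also: fluorescence reports GDP produced by GAP-driven GTP hydrolysis; strong numbers were not always called active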
NTR1 ag: agonists of NTR1, primary screen, imaging, U2OS cells, beta-arrestin-GFP, high content (AID 493036); activation, % at 20 µM; Neurotensin receptor type 1 (Homo sapiens), P30989; NTR1-U2OS beta-arrestin-GFP spot imaging, agonist mode; 0.17% of 330,000 active;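 active = activation at or above 40% of the spot to cytoplasm intensity ratio, with at least 20 cells analyzed; inconclusive = wells under 20 cells, flagged as cytotoxic or low count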;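 also: 0% = DMSO without peptide and 100% = 100 nM NTR1 peptide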
Target sequence (P30989 whole entry, looked up): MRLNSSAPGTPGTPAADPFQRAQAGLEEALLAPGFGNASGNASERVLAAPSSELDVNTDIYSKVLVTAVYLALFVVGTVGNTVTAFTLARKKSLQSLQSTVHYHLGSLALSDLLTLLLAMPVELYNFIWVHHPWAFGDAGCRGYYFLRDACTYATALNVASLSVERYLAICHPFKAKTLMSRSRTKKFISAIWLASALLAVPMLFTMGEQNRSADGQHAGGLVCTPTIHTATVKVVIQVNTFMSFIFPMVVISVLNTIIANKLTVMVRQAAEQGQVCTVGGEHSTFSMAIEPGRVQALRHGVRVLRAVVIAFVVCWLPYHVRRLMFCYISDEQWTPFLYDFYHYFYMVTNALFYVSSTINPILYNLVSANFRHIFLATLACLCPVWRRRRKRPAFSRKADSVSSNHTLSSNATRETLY
T cell HTS: modulators of CD8 T cell-vesicle binding, primary screen, mouse 2C CD8+ T cells, flow cytometry | AID 2052, 2009 | calls only at 7 µM | 0.068% of 330,000 active | 2C CD8+ T cell-vesicle binding; active compounds read low;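 active = response, share of CD8 T cells binding vesicles, and their 90th percentile fluorescence all below set limits, cut at about 80% in these data, passing the limit was not always enough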
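incubation = binding step 1.5 h, 37 °C, antibody labelling 20 min, ice | test system = 2C mouse CD8+ T cells | read-out basis = percent CD8+ FL2 mean versus row control | controls = Peptide-free naked vesicles (low) and QL9 vesicles with 0.7% DMSO vehicle (high) | detection = flow cytometry of vesicle-bound cells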
SV40 large T antigen: SV40 large T antigen inhibitors, biochemical (AID 1903). 0.39% of 310,000 active. SV40 large T antigen ATPase/helicase inhibition assay; higher % means a stronger effect. inhibition, % at 20 µM; hits with a dose series show IC50 in µM; in the data active = a potency from the dose series; inconclusive = inhibition mostly from about 32% at the one dose, without a potency; inactive = the rest, 99 in 100 with inhibition below about 32%; also: strong numbers were not always called active
GPR35 antagonists: GPR35 antagonists blocking zaprinast-driven arrestin recruitment, primary screen, imaging, U2OS, beta-arrestin-GFP, zaprinast agonist (AID 2058); G-protein coupled receptor 35 (Homo sapiens); U2OS GPR35 beta-arrestin-GFP translocation imaging, zaprinast antagonism; higher % means a stronger effect; one-dose inhibition, % at 10 µM; IC50 in µM for titrated hits; 0.052% of 290,000 active;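 active = inhibition of at least 50% with at least 30 cells and total cytoplasm GFP at most 10,000,000; inconclusive = under 30 cells or total GFP of 10,000,000 plus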
GPR55 activation: GPR55 agonists via beta-arrestin recruitment, primary screen, imaging, U2OS cells, beta-arrestin-GFP redistribution (AID 1961). U2OS GPR55 beta-arrestin-GFP redistribution imaging; higher % means a stronger effect. 0.048% of 290,000 active. activation, % at 10 µM; hits with a dose series show EC50 in µM. G-protein coupled receptor 55 (Homo sapiens);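 active = activation above 40% with more than 50 cells counted in the well; inconclusive = wells holding fewer than 50 cells, flagged as toxic or sparse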;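 also: U2OS osteosarcoma cells stably expressing GPR55 and beta-arrestin-GFP; plate controls were DMSO negative control for no effect and LPI positive control for full effect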
Hep lipid drop cells 6.5 µM: recorded beside Hep lipid drop, whose call it bears; cell count; measured here: cell count, cytotoxicity flag;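 cells counted across two imaged fields per well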
T cell HTS vesicle-bound %: further read-out of T cell HTS, marked with its call; double positive events, %; measured here: CD8+ vesicle-bound cell fraction;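 binding gate set so that unloaded-vesicle control wells show 10% double positive cells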
NTR1 ag cell count 20 µM: recorded beside NTR1 ag, whose call it bears; cell count; measured here: cell count, cytotoxicity flag
The depositor's hits bear a star; i = inactive; ? = inconclusive; . = no result given.

1: O=C1c2ccccc2CC1Sc1nnc(-c2ccncc2)o1 (centres undefined)
2: CN(Cc1nc2ccccc2c(=O)[nH]1)C(=O)c1ccc(S(=O)(=O)N(C)C)cc1
3: CS(=O)(=O)N(CC(=O)NCCc1ccccc1)c1cccc([N+](=O)[O-])c1
4: Cc1cc(C)nc(/N=C(\N)Nc2ccc(-c3ccccc3)cc2)n1
5: CC1=NN(c2ccccc2)C(=O)C1C=Nc1ccc(N(C)C)cc1 (centres undefined)
6: Cc1cc(C(=O)N2CCN(c3cccc(Cl)c3)CC2)c(C)o1
7: COc1cc(NC(=S)NCCc2ccccc2)c(OC)cc1NC(=O)C(C)C
8: CCCn1nnc(NC(=O)c2cccc(Cl)c2)n1
9: O=C1CSC(c2cccnc2)N1Cc1ccc(Cl)c(Cl)c1 (centres undefined)
10: CCNC(=S)N(Cc1cc2cccc(C)c2[nH]c1=O)C1CCCC1

Screen / compound no.	1	2	3	4	5	6	7	8	9	10
GPR55 LPI antagonism	-11%	-11%	-8%	8%	3%	-23%	1%	-7%	-8%	10%
LYP inhibition	-13%	-8%	-9%	-9%	4%	-4%	-4%	-2%	0%	-10%
Hep lipid drop	-5	4	13	-2	50	-12	-18	.	1	-12
Hep lipid drop cells 6.5 µM	793	817	727	596	745	768	686	.	669	521
MgcRacGAP inhibition	11%	8%	4%	2%	.	3%	10%	5%	10%	-11%
NTR1 ag	-1.0	1.1	0.5	1.6	1.7	-1.9	2.8	-0.3	0.7	1.7
NTR1 ag cell count 20 µM	88	63	42	38	66	61	59	29	63	68
T cell HTS	i	i	i	i	i	i	i	i	i	i
T cell HTS vesicle-bound %	24	14	28	6	28	13	5	24	30	34
SV40 large T antigen	6%	0%	1%	27%	?	8%	21%	3%	-1%	14%
GPR35 antagonists	-8%	4%	-18%	0%	8%	2%	8%	-9%	7%	1%
GPR55 activation	0.2%	0.0%	0.1%	-0.1%	-0.1%	-0.1%	-1.9%	-0.1%	0.3%	-0.3%

11: O=C(Nc1ccccc1Cl)NC1(C(=O)N2CCC(O)CC2)CCCCC1
12: COc1ccc([N+](=O)[O-])cc1NC(=O)C(C)Sc1nc(C)c(C)c(C)n1 (centres undefined)
13: O=C(CSc1nnc(NC(=O)c2ccccc2F)s1)NC1CCCC1
14: CC(Sc1nnc(Cc2ccc([N+](=O)[O-])cc2)o1)C(N)=O (centres undefined)
15: Cc1ccc2oc(-c3cccc(NC(=O)Cc4cccs4)c3)nc2c1
16: O=C(/C=C/c1ccco1)NC(=S)Nc1nc(-c2ccc3ccccc3c2)cs1
17: COc1cc2c(cc1OC)CN(C(=S)Nc1cccc(Cl)c1C)CC2
18: CCc1cc(C(=O)OC)c(NC(=O)C2CC(=O)NN2Cc2ccccc2)s1 (centres undefined)
19: S=C(NCCc1ccc(Cl)cc1)NC1CC1
20: O=C(NCc1ccccn1)c1cc(-c2ccc(-c3ccccc3)cc2)nc2ccccc12

Screen / compound no.	11	12	13	14	15	16	17	18	19	20
GPR55 LPI antagonism	4%	2%	2%	-12%	6%	5%	5%	4%	-16%	-2%
LYP inhibition	-11%	2%	-10%	-7%	2%	4%	-1%	-6%	3%	-3%
Hep lipid drop	16	13	-4	.	.	0	8	.	-1	-4
Hep lipid drop cells 6.5 µM	827	616	762	.	.	740	720	.	623	670
MgcRacGAP inhibition	3%	7%	1%	11%	4%	11%	1%	6%	-5%	0%
NTR1 ag	1.3	1.2	-0.5	1.4	23	16	-0.3	4.3	-1.3	6.2
NTR1 ag cell count 20 µM	52	44	45	48	53	35	59	45	53	85
T cell HTS	i	i	i	i	i	i	i	i	i	i
T cell HTS vesicle-bound %	5	34	25	27	11	20	20	54	26	56
SV40 large T antigen	1%	2%	12%	15%	14%	17%	4%	8%	11%	20%
GPR35 antagonists	-16%	9%	-5%	10%	-2%	17%	2%	-7%	-19%	-25%
GPR55 activation	-0.2%	-0.3%	0.6%	-0.1%	-0.1%	0.4%	0.7%	0.2%	-0.1%	-0.2%

3 structures out of the list, ordered by number of heavy atoms, descending.
18: CCc1cc(C(=O)OC)c(NC(=O)C2CC(=O)NN2Cc2ccccc2)s1 (centres undefined)
17: COc1cc2c(cc1OC)CN(C(=S)Nc1cccc(Cl)c1C)CC2
14: CC(Sc1nnc(Cc2ccc([N+](=O)[O-])cc2)o1)C(N)=O (centres undefined)

Screen / compound no.	18	17	14
GPR55 LPI antagonism	4%	5%	-12%
LYP inhibition	-6%	-1%	-7%
Hep lipid drop	.	8	.
Hep lipid drop cells 6.5 µM	.	720	.
MgcRacGAP inhibition	6%	1%	11%
NTR1 ag	4.3	-0.3	1.4
NTR1 ag cell count 20 µM	45	59	48
T cell HTS	i	i	i
T cell HTS vesicle-bound %	54	20	27
SV40 large T antigen	8%	4%	15%
GPR35 antagonists	-7%	2%	10%
GPR55 activation	0.2%	0.7%	-0.1%

The listing continues:
21: CC1CCCC(NC(=O)CCn2c(=S)oc3ccccc32)C1C (centres undefined)
22: CC(=O)Nc1ccc(S(=O)(=O)NC(C)c2ccccc2)cc1 (centres undefined)
23: CCOC(=O)C1(Cc2ccc(Cl)cc2)CCN(Cc2cn(CC)nc2C)CC1
24: C/C=C(\C)C(=O)NCCN1C2=NC[C@H](C)N2C[C@@H]1Cc1ccc(OC)cc1
25: O=C(CN1C(=O)C2C3C=CC(C3)C2C1=O)NCCN1CCCc2ccccc21 (centres undefined)
26: CSc1cc(C)n(-c2ccccc2C)c(=S)c1C(C)=O
27: CC(NC(=O)c1ccc2ccccc2n1)c1ccc(Br)cc1 (centres undefined)
28: O=C(CCn1c(=O)oc2ccccc21)N1CCOCC1
29: CC(=O)c1sc(N/N=C\c2cccc(Br)c2)nc1C
30: Cc1cc(C)cc(OCC(=O)NCCc2nc3ccccc3[nH]2)c1

Screen / compound no.	21	22	23	24	25	26	27	28	29	30
GPR55 LPI antagonism	-6%	7%	14%	4%	-2%	24%	0%	-1%	7%	-1%
LYP inhibition	-4%	-8%	-4%	-6%	-10%	-2%	-5%	-4%	-2%	-8%
Hep lipid drop	1	-7	-17	10	15	-13	-16	.	-1	-20
Hep lipid drop cells 6.5 µM	642	808	668	780	776	731	802	.	705	477
MgcRacGAP inhibition	4%	4%	-14%	9%	12%	8%	4%	5%	14%	9%
NTR1 ag	0.5	-1.3	4.5	2.3	-4.6	0.7	2.5	-1.8	2.4	-0.2
NTR1 ag cell count 20 µM	60	68	64	65	86	62	62	72	55	64
T cell HTS	i	i	i	.	i	i	i	i	i	i
T cell HTS vesicle-bound %	47	55	40	.	15	52	9	44	46	55
SV40 large T antigen	2%	10%	1%	4%	10%	-5%	-8%	8%	10%	.
GPR35 antagonists	-2%	0%	-8%	-12%	19%	-2%	2%	12%	12%	4%
GPR55 activation	0.0%	-0.2%	-0.1%	-0.1%	-0.1%	-0.1%	-0.2%	0.7%	-0.1%	-0.1%

31: CC(C)C(NC(=O)C(Cc1ccccc1)NC(=O)OCc1ccccc1)C(=O)O (centres undefined)
32: CS(=O)(=O)Nc1ccc(Cc2ccc(NS(C)(=O)=O)cc2)cc1
33: Cc1nc2ncccn2c1-c1csc(Nc2ccc(N(C)C)cc2)n1
34: O=C(CSc1ccc2nnc(CCNC(=O)c3ccccc3)n2n1)NCc1ccco1
35: CC1CCN(S(=O)(=O)c2ccc3c(c2)c(=O)c(C(=O)N2CCCCC2)cn3C)CC1
36: Cc1ccc(NC(=S)N2CCn3cccc3C2c2cccnc2)cc1 (centres undefined)
37: Cc1ccc(S(=O)(=O)N2CCC(NC(=O)OC(C)C)CC2)cc1
38: Cn1c(=O)c(=O)n(C)c2cc(S(=O)(=O)CCC(=O)Nc3c(F)c(F)c(F)c(F)c3F)ccc21
39: O=[N+]([O-])c1cncc([N+](=O)[O-])c1Nc1ccccc1Cl

Screen / compound no.	31	32	33	34	35	36	37	38	39
GPR55 LPI antagonism	-2%	-7%	-24%	5%	-11%	-2%	14%	4%	-2%
LYP inhibition	-8%	-1%	-2%	-6%	3%	0%	-6%	-8%	-4%
Hep lipid drop	11	2	?	12	.	7	-11	-25	0
Hep lipid drop cells 6.5 µM	709	662	.	713	.	652	692	621	627
MgcRacGAP inhibition	-2%	6%	?	10%	7%	6%	4%	12%	4%
NTR1 ag	1.0	3.1	.	1.5	-0.6	-2.4	-0.6	1.7	0.3
NTR1 ag cell count 20 µM	19	72	.	62	73	27	45	59	95
T cell HTS	i	i	.	i	i	i	i	i	i
T cell HTS vesicle-bound %	59	49	.	26	17	43	40	11	53
SV40 large T antigen	-16%	2%	6.9µM*	10%	-10%	11%	4%	6%	-3%
GPR35 antagonists	5%	11%	-9%	0%	-14%	10%	1%	4%	12%
GPR55 activation	-0.1%	-0.2%	0.1%	0.0%	-0.2%	0.2%	-0.3%	0.7%	0.2%

Structures above that contain an NH in an aromatic ring, in the order listed:
2: CN(Cc1nc2ccccc2c(=O)[nH]1)C(=O)c1ccc(S(=O)(=O)N(C)C)cc1
10: CCNC(=S)N(Cc1cc2cccc(C)c2[nH]c1=O)C1CCCC1
30: Cc1cc(C)cc(OCC(=O)NCCc2nc3ccccc3[nH]2)c1

Screen / compound no.	2	10	30
GPR55 LPI antagonism	-11%	10%	-1%
LYP inhibition	-8%	-10%	-8%
Hep lipid drop	4	-12	-20
Hep lipid drop cells 6.5 µM	817	521	477
MgcRacGAP inhibition	8%	-11%	9%
NTR1 ag	1.1	1.7	-0.2
NTR1 ag cell count 20 µM	63	68	64
T cell HTS	i	i	i
T cell HTS vesicle-bound %	14	34	55
SV40 large T antigen	0%	14%	.
GPR35 antagonists	4%	1%	4%
GPR55 activation	0.0%	-0.3%	-0.1%

Screening data (PubChem BioAssay)
